TRHR enhancer: allosterically enhances the human TRH receptor | enhancement, % at 2 µM | 360,000 tested, 0.66% active | P34981 | TRHR cells, fluo-8 calcium fluorescence, EC20 TRH enhancement; in the data active = enhancement above about 30%; also: 0% is about no effect
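Enhancer read-out: after compound pinning and an initial kinetic agonist-mode read, an EC20 of TRH (10 nM final) was injected and fluo-8 calcium signal (Ex 480/Em 530) followed at 1 s/cycle for 100 cycles in TRHR-expressing cells.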
D1 antag: blocks dopamine activation of the human D1 receptor | HEK293 TREx D1 cells, calcium flux, dopamine EC80; stronger effect = lower value | P21728 | 360,000 tested, 3.2% active | activity change, negative = inhibition, % at 10 µM; in the data active = activity change below about -30%; also: % is scaled to controls: 0 for no effect and ±100 for the full control effect
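After overnight tetracycline induction at 30 C, force-coupled D1 HEK293 cells took up a no-wash calcium dye at room temperature. Compounds were added and monitored 180 s, and the response to EC80 dopamine was then recorded.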
RXFP1 antag: blocks the human relaxin receptor RXFP1; Q9HBX9; HEK293-RXFP1, relaxin-stimulated cAMP HTRF, 30 min; stronger effect = lower value; activity change, negative = inhibition, % at 57.5 µM; 350,000 tested, 0.59% active; AID 1259400;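 active = activity change of -60% or lower, but not beyond a set lower limit; inconclusive = change between -60% and -40%, or beyond the set limit; inactive = change above -40%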; also: % is scaled to controls: 0 for no effect and ±100 for the full control effect
Target sequence (Q9HBX9 whole entry, looked up): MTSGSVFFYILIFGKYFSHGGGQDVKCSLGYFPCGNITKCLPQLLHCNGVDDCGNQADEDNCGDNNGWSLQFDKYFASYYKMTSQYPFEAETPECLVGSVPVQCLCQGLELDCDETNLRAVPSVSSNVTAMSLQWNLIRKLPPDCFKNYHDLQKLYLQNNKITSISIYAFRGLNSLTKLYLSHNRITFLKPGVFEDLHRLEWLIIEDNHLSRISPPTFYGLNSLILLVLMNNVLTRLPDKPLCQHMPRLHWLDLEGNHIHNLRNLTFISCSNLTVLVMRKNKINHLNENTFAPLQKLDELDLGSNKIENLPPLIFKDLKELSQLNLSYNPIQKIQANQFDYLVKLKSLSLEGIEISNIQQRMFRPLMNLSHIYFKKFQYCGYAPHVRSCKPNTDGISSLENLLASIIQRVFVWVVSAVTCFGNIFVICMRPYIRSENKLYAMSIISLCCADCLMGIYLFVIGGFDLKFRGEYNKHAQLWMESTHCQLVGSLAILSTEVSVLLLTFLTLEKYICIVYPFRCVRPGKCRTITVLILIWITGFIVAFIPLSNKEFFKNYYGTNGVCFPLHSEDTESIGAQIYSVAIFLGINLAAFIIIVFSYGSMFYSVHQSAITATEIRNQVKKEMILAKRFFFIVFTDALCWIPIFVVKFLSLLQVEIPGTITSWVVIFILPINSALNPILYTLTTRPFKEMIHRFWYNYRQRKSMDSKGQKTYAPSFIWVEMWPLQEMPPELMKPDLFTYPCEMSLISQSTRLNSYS
RXFP1 ag: RXFP1 (human) receptor agonism; HEK293T-RXFP1 cAMP TR-FRET, 30 min; response scale: percent of porcine relaxin response, buffer zero; 370,000 tested, 0.3% active; Potency, µM (series often up to 57.5 µM), without a hit: top-dose activation, actives largely listed as activators; also: potency is read from the fitted curve at half-maximal effect; % is scaled to controls: 0 for no effect and ±100 for the full control effect; nearly all actives have a fitted effect of over 60% in size; many of its hits are not listed in these tables
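HEK293 cells stably expressing RXFP1, treated 30 min at 37C with compounds plus PDE4 inhibitor Ro 20174; cAMP measured by HTRF TR-FRET. Normalized to buffer and 29 nM porcine relaxin; EC50 by Hill fit.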
TRHR agonist: agonists of human TRH receptor; P34981; TRHR cells, calcium flux fluo-8, FDSS agonist mode; activation, % at 2 µM; 360,000 tested, 0.18% active; AID 493084; in the data active = activation above about 30%; also: 0% is about no effect
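Agonist-mode FDSS calcium read (Ex 480/Em 530, 1 s cycles) in 1536-well TRHR cells with fluo-8 dye, after 10-cycle baseline and 23 nL compound addition; TRH at EC20 (10 nM final) added afterwards for the enhancer phase.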
D1 PAM: human D1 dopamine receptor positive modulation. P21728. HEK293 TREx D1 cells, calcium flux, dopamine EC20 potentiation. potentiation, % at 10 µM. 360,000 tested, 0.036% active. AID 504651; in the data active = potentiation above about 30%; also: 0% is about no effect
D2 PAM: D2 dopamine receptor (human) potentiation | 340,000 tested, 0.34% active | P14416 | potentiation, % at 10 µM | HEK293 T-REx D2, calcium flux, EC20 dopamine potentiation;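 active = potentiation over 3 SD above the plate norm, cut at about 30% in these data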; also: 0% is about no effect
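Primary screen. Calcium kinetics in induced HEK293 T-REx D2 cells: compound pre-addition 180 s, EC20 dopamine, 180 s more.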
D1 ag: agonists of human D1 dopamine receptor. AID 504660. HEK293 T-REx D1 cells, calcium flux, agonist mode. activation, % at 2 µM. P21728. 360,000 tested, 1% active; in the data active = activation above about 30%; also: 0% is about no effect
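Inducible HEK293 T-REx D1 cells, force-coupled to calcium signalling, were plated at 4000 cells/well with tetracycline and held overnight at 30 C. After no-wash calcium dye loading, compound-evoked calcium rise over 180 s flagged agonists.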
Apoferritin bind: binds horse apoferritin like a general anesthetic; AID 485281; 350,000 tested, 0.074% active; apoferritin/1-aminoanthracene competitive binding, fluorescence; Potency, µM (series often up to 77.5 µM), for the others: at the highest dose activity change, negative = displacement, most hits filed as inhibitors; P02791; also: potency is read from the fitted curve at half-maximal effect; % is scaled to controls: 0 for no effect and ±100 for the full control effect; nearly all actives have a fitted effect of over 20% in size
Target sequence (P02791 2-175 limits assumed): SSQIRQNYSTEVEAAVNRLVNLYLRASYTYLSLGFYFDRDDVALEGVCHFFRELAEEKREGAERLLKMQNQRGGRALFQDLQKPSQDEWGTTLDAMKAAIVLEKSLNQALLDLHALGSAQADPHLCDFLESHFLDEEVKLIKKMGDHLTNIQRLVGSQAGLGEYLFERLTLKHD
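In PBS, apoferritin at 10 uM is loaded with 1-AMA from a 50% saturated solution. After 10 min of compound exposure at ambient temperature, reduced 535 nm fluorescence indicates probe displacement.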
* = called active by the depositor; ? = inconclusive; . = not tested or not shown; & = joins results of further samples; [ ] = remark or other dose. Unless noted, calls follow the shape of the dose curve; as a rule, active = well fitted curve in the direction sought with a large enough effect; inconclusive = small, poorly fitted or top-dose-only effect, or another doubt; inactive = no such curve, though single readings can be large; an effect the other way counts as inactive or inconclusive. Only part of the results is shown; rates above refer to the full screens.

SMILES	TRHR enhancer	D1 antag	RXFP1 antag	RXFP1 ag	TRHR agonist	D1 PAM	D2 PAM	D1 ag	Apoferritin bind
COc1ccc(/C=N/NC(=O)c2ccc(NC(=O)c3cccc([N+](=O)[O-])c3)cc2)c(C(=O)O)c1OC	24	6	1	0.5%	-0.1	-6	18	1	0%
O=C(CCc1ccccc1)NNC(=O)Cc1ccccc1	-1	32	3	2.9%	0.1	-1	7	2	-10%
COc1ccc(CCNS(=O)(=O)c2ccc3c(c2)oc(=O)n3C)cc1OC	-4	2	14	0.5%	0.1	-5	-2	0	-7%
Cc1oc(CN2CCOCC2)cc1C(=O)O	2	7	3	-1.9%	0.2	-6	-1	8	-3%
COc1cccc(CNC(=O)CCc2nnc3ccc(NCCCN4CCCC4=O)nn23)c1	-5	-1	34	?	-0.3	-4	1	1	5%
Cc1cccc(NC(=S)N2CCn3cccc3C2c2cccnc2)c1 (stereo not drawn)	10	-1	-1	0.1%	-0.8	2	8	1	1%
COc1ccc(C(=O)NCC2(N3CCCCC3)CCCCC2)cc1S(=O)(=O)N(C)C	-1	15	10	0.8%	0.4	2	-7	0	1%
COc1ccc(CCNC(=O)CCN2C(=O)[C@@H]3Cc4ccccc4CN3C2=O)cc1	-2	-4	9	0.9%	0.1	-2	-2	3	-11%
CC1CN(C(=O)CCC(=O)NCc2ccccc2)c2cc(Cl)ccc2O1 (stereo not drawn)	-4&9	7&21	4&-25	6.6%&-1.2%	-0.7&-1.3	10&2	-22&17	5&2	-20%&-11%
c1cc(-c2sc(-c3ccncc3)c(-c3ccncc3)c2-c2ccncc2)ccn1	-2	-6	-26	8.2%	-0.3	-6	.	0	2%
O=C1CCCc2cc(S(=O)(=O)NCC3CCC(C(=O)NCc4ccccc4Cl)CC3)ccc2N1 (stereo not drawn)	-6	22	-3	-1.4%	-0.1	-4	-10	1	0%
C(=N\c1nccs1)/Nc1nccs1	1	8	3	0.3%	0.0	-1	15	2	-9%
COc1ccc(C=O)cc1Cn1ccnc1C	3	2	-7	1.2%	0.3	5	4	13	0%
Cc1cc(C)c(S(=O)(=O)N2CCN(S(=O)(=O)N3CCOCC3)CC2)c(C)c1	-4	-5	15	-0.3%	0.1	-2	.	0	-11%
CCCn1nnnc1SCC(=O)Nc1nnc(CC)s1	8	-6	1	2.2%	0.1	4	3	2	-13%
Cc1cc2cc(CNC(=O)C3CC3)ccc2n1C	-4	0	-1	1.2%	-0.3	-2	-7	3	-9%
O=C(NCCCc1ccccc1)C1CCC(=O)N(Cc2ccc(Cl)cc2)C1 (stereo not drawn)	-8	-41*	-13	3.5%	-0.1	-3	-1	6	-11%
Cc1cc2c(cc1NS(=O)(=O)c1ccc(Br)cc1)n(C)c(=O)c(=O)n2C	1	-2	.	-1.7%	-0.6	-4	.	1	-15%
Nc1nc(NCCOCCO)nc(NCc2ccccc2)c1[N+](=O)[O-]	26	14	26	-0.6%	-0.6	3	10	1	4%
Cc1cc(C)c(NC(=O)NC2CCCCC2)c(C)c1	-7	-8	7	1.5%	0.1	-6	-4	1	-12%

Looked up above:
Under TRHR agonist, Cc1oc(CN2CCOCC2)cc1C(=O)O is listed with 0.2
Under Apoferritin bind, O=C(NCCCc1ccccc1)C1CCC(=O)N(Cc2ccc(Cl)cc2)C1 (stereo not drawn) is listed with -11%

(more compounds)
SMILES	TRHR enhancer	D1 antag	RXFP1 antag	RXFP1 ag	TRHR agonist	D1 PAM	D2 PAM	D1 ag	Apoferritin bind
CC(=O)[C@@H]1[C@@H](C(=O)c2ccc(F)cc2)[C@]2(C(=O)Nc3ccccc32)[C@H]2C=Cc3cc(F)ccc3N12	1	3	-3	1.5%	0.5	7	8	2	-3%
COC(=O)c1sccc1NC(=O)Nc1ccc(C)cc1C	-14	-12	-3	1.6%	-0.3	3	6	7	-2%
CC1CN(C(=O)Nc2ccc(Br)cc2Cl)CC(C)O1 (stereo not drawn)	-2	.	-4	0.2%	-0.6	-2	-8	-2	?
COc1ccc(-c2cc(C(=O)Nc3ccc(C)c(N)c3)c3ccccc3n2)cc1	2	-11	0	2.9%	0.1	0	-2	6	-22%
O=c1cc(-c2ccccc2)nc(SCc2nc(-c3ccc(Cl)cc3)no2)[nH]1	3	-4	4	5.0%	-0.2	-3	8	0	-1%
COc1ccc(CC(=O)NNC(=O)CCc2ccccc2)cc1OC	17	-34*	0	-3.4%	0.5	-5	-6	4	-1%
CC(Sc1nc(N2CCOCC2)c2c(c1C#N)CC(C)(C)OC2)C(=O)Nc1ccccc1 (stereo not drawn)	6	-26	2	3.0%	1.3	-2	-10	-2	-11%
COCCCNC(=O)Cn1cc(/C=C(\C#N)C(=O)NC2CC2)c2ccccc21	1	-2	2	0.1%	-0.1	-4	6	0	-17%
COc1cccc(NC(=O)CN2CCN(c3nc(-c4cccc(OC)c4)cs3)CC2)c1	8	7	-4	0.0%	1.0	-6	19	3	54%[activator]
Cc1cccc(NC(=O)C2CCN(S(=O)(=O)c3ccc4c(c3)CCCC(=O)N4)CC2)c1	-7	4	.	2.5%	-0.2	6	-3	3	?
O=C(CCCn1c(=S)[nH]c2ccc(Br)cc2c1=O)NCc1ccccn1	7	5	6	5.3%	-1.5	-1	12	0	-2%
CCN(CC)c1ccc(NC(=O)c2cc(CN3CCCC3)on2)c(C)c1	2	16	-22	4.2%	0.9	4	-12	6	-6%
COCCNC(=O)CN1C(=O)NC2(CCCCCC2)C1=O	3	22	.	0.8%	-0.2	-6	8	1	-1%
CC(C)CC(=O)Nc1nnc(CSCc2ccc(F)cc2)s1	-4	-7	-3	0.8%	0.4	-5	-2	1	-8%
COc1cc(C(=O)Nc2ccccc2C2COC(=O)C2=N)cc(OC)c1OC (stereo not drawn)	3	4	3	1.7%	0.3	-6	.	2	-2%
C=CCNC(=O)COC(=O)C1CCN(S(=O)(=O)c2ccc3c(c2)OCCO3)CC1	8	-5	-12	-1.4%	1.1	3	-1	0	-7%
Cc1ccc(OC(=O)c2ccc(Cl)c([N+](=O)[O-])c2)cn1	0	-7	-4	-3.0%	-1.1	-2	-8	8	5%
COCCCN1C(=O)c2ccc(C(=O)NCCc3ccccc3)cc2C1=O	-3	-4	-3	1.1%	-0.8	-1	-6	4	-8%
COc1ccc(CCNC(=O)CCCn2c(SCC#N)nc3ccccc3c2=O)cc1OC	3	0	-1	0.2%	-0.5	-3	6	0	-8%
NS(=O)(=O)c1ccc(NC(=S)NC2CCCCC2)cc1	-1	-16	5	2.4%	-0.4	0	1	5	-12%
COC(=O)c1ccc(CSc2nnc(CNC(=O)c3ccc(OC)cc3)o2)o1	2	5	9	1.6%	-0.3	-2	-8	0	-14%
COc1ccc(C(=O)N2CCN(S(=O)(=O)c3ccc(Cl)cc3)CC2)cc1OC	-4	-2	-11	1.5%	0.6	-5	6	-2	-9%
CCN(CC(=O)Nc1c(F)cccc1F)C(=O)C1CC1C (stereo not drawn)	-5	-4	10	-0.6%	0.7	1	1	2	.
Cc1csc2ncnc(NC3CCN(Cc4ccccc4)CC3)c12	2	-33*	4	?	0.3	-10	-21	22	1%
CCOC(=O)N1CCN(C(=O)c2ccccc2N(Cc2ccccc2)S(=O)(=O)c2ccc(OC)cc2)CC1	-1	8	-3	-4.9%	-1.3	0	5	5	-11%
CC(C)(C)C1=Nn2c(nnc2C2CCCCC2)SC1	2	1	0	-0.2%	-1.3	1	-6	11	-5%
CCOC(=O)c1cc2cc(-c3c(C(=O)OCC)oc4cc(O)cc(O)c4c3=O)ccc2o1	-1	-18	-23	-0.4%	-0.3	-1	-8	5	?
Cc1cc(=O)[nH]c2nnc(SCC(=O)Nc3ccc(OC(F)(F)F)cc3)n12	2	.	5	-0.8%	0.4	1	-6	-2	-1%
Cc1ccc(NC(=O)Nc2cccnc2)cc1	-2	56	3	-3.2%	-0.1	-5	-6	-2	3%
O=c1c2[nH]cnc2n(-c2cccc(Br)c2)c(=O)n1Cc1ccccc1	8	1	10	0.1%	-0.6	-3	3	14	7%
CCOc1ccccc1-c1nc(-c2ccc(C)nc2OC)no1	-4	2	1	2.2%	-0.4	-6	-2	1	-20%
COc1cccc(C2c3[nH]c4ccccc4c3C[C@H]3C(=O)N(C4CCN(Cc5ccccc5)CC4)CC(=O)N23)c1 (stereo partly drawn)	-15	-1	-9	-0.9%	-1.6	-3	-11	5	0%
COc1ccc2oc(C(=O)OCC(=O)NCCN3C(=O)CSC3=O)c(C)c2c1	-1	7	1	1.4%	0.4	-2	-9	1	5%

Molecules shown so far containing a Cl atom:
SMILES	TRHR enhancer	D1 antag	RXFP1 antag	RXFP1 ag	TRHR agonist	D1 PAM	D2 PAM	D1 ag	Apoferritin bind
CC1CN(C(=O)CCC(=O)NCc2ccccc2)c2cc(Cl)ccc2O1 (stereo not drawn)	-4&9	7&21	4&-25	6.6%&-1.2%	-0.7&-1.3	10&2	-22&17	5&2	-20%&-11%
O=C1CCCc2cc(S(=O)(=O)NCC3CCC(C(=O)NCc4ccccc4Cl)CC3)ccc2N1 (stereo not drawn)	-6	22	-3	-1.4%	-0.1	-4	-10	1	0%
O=C(NCCCc1ccccc1)C1CCC(=O)N(Cc2ccc(Cl)cc2)C1 (stereo not drawn)	-8	-41*	-13	3.5%	-0.1	-3	-1	6	-11%
CC1CN(C(=O)Nc2ccc(Br)cc2Cl)CC(C)O1 (stereo not drawn)	-2	.	-4	0.2%	-0.6	-2	-8	-2	?
O=c1cc(-c2ccccc2)nc(SCc2nc(-c3ccc(Cl)cc3)no2)[nH]1	3	-4	4	5.0%	-0.2	-3	8	0	-1%
Cc1ccc(OC(=O)c2ccc(Cl)c([N+](=O)[O-])c2)cn1	0	-7	-4	-3.0%	-1.1	-2	-8	8	5%
COc1ccc(C(=O)N2CCN(S(=O)(=O)c3ccc(Cl)cc3)CC2)cc1OC	-4	-2	-11	1.5%	0.6	-5	6	-2	-9%

Assay outcomes deposited in PubChem by National Center for Advancing Translational Sciences (NCATS).
